Bioassay records: PubChem BioAssay, National Center for Advancing Translational Sciences (NCATS)
HEK cytotox: cytotoxic compounds in HEK 293 cells; 94,000 compounds, 6.6% hits; Potency, µM (doses to about 115 µM), for the others: at the top dose activity change, negative = cytotoxicity, hits mostly inhibitors; HEK 293 viability, ATP luminescence (CellTiter-Glo), 48-72 h; note: potency is the fitted concentration of half-maximal effect; nearly all actives have a fitted effect of over 60% in size
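Pintool-delivered compounds were incubated with HEK 293 cells (250 cells/well) at 37 degree Celsius for 48 or 72 hr. ATP-dependent luminescence (CellTiter-Glo) then reported remaining viable cells.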
Luciferase inh: inhibitors of firefly (Photinus pyralis) luciferase. 76,000 compounds, 2.5% hits. Potency, µM (highest dose often 115 µM), for the others: at the highest dose activity change, negative = inhibition, usual class: inhibitors. AID 1347043. purified P. pyralis luciferase, luminescence, biochemical; note: potency is the fitted concentration of half-maximal effect; nearly all actives have a fitted effect of over 65% in size
Target sequence (P08659 whole entry, looked up): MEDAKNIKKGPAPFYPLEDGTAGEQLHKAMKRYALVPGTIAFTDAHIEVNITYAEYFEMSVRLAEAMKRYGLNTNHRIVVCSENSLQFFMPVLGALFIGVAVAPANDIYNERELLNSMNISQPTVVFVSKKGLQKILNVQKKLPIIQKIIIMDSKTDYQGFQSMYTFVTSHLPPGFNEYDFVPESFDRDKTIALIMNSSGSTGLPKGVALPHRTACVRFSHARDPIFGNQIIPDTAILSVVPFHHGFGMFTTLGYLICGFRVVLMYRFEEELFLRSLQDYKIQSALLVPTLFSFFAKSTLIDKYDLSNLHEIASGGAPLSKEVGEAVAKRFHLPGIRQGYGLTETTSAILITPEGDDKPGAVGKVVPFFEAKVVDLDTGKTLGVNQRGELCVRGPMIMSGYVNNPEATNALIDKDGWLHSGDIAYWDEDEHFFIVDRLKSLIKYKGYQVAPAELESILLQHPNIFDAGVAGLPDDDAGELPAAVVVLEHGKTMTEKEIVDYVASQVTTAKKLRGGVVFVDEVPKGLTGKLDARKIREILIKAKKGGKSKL
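Biochemical qHTS: compound (6-point titration) added to 10uM D-luciferin plus 10uM ATP in Tris acetate pH 7.5 buffer with Mg, Tween-20 and BSA, then purified enzyme at 10nM; light output imaged.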
IP6K1 inhibitor: IP6K1 kinase inhibition; activity change, % (series mostly up to about 58 µM); Q92551; 140,000 compounds, 0.81% hits; IP6K1 kinase, ADP-Glo luminescence, 2 h; hits give low values; AID 1645851; in the data active = activity change below about -25%
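ADP-Glo luminescence measures ADP made by human IP6K1 during a 2 h RT reaction with ATP/IP6 (mix at 1.3 mM/130 uM); top library doses 57.5 and 19.1 uM final.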
SNCA viab count: counter-screen for SNCA expression inhibitors: cell viability | Potency, µM (series often up to 57.1 µM), inactives show at the top dose activity change, negative = cytotoxicity, most hits filed as cytotoxic | 150,000 compounds, 0.12% hits | HEK-293-SNCA-luc viability, GF-AFC fluorescence, 24 h;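 note: potency is the fitted concentration of half-maximal effect; 0% = DMSO-treated cells and -100% = medium-only wells without cells; nearly all actives have a fitted effect of over 30% in size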
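HEK-293-SNCA-luc cells (1500/well) plated 24 h, then exposed 24 h to a dilution series; GF-AFC added 30 min at 37C, fluorescence 405/540 nm; normalised to medium-only and DMSO wells, Hill fit.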
SNCA expr inhib: inhibitors of alpha-synuclein (SNCA) gene expression. HEK-293 SNCA-luciferase knock-in, luminescence, 24 h. Potency, µM (doses to about 57.2 µM), for the others: at the highest dose activity change, negative = inhibition, usual class: inhibitors. 140,000 compounds, 0.17% hits;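 note: potency is the fitted concentration of half-maximal effect; plate controls were DMSO cells for no effect and cell-free wells for full effect; nearly all actives have a fitted effect of over 45% in size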
GPT2 inh: inhibitors of human GPT2 alanine aminotransferase; Q8TD30; Recombinant GPT2, coupled pyruvate oxidase/HRP Amplex Red fluorescence; Potency, µM (titrated, usually from 57.7 µM), for inactives: at the top dose activity change, negative = inhibition, hits mostly inhibitors; 100,000 compounds, 0.25% hits; AID 1671188; note: potency is the fitted concentration of half-maximal effect; nearly all actives have a fitted effect of over 60% in size; many of its hits are not listed in these tables
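Recombinant GPT2 (10ng/uL) with 250uM a-KG and 2mM L-alanine, 30 min at room temperature, in HEPES pH 7.5 buffer. Pyruvate detected by pyruvate oxidase/HRP/Amplex Red fluorescence after 30 min in the dark; AOA (50uM) as positive control.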
3T3 cytotox: NIH 3T3 cell cytotoxicity; NIH 3T3 viability, CellTiter-Glo ATP luminescence, 48-72 h; Potency, µM (doses to about 96.7 µM), inactives show at the top dose activity change, negative = cytotoxicity, hits mostly inhibitors; 94,000 compounds, 4.3% hits; AID 1345082; note: potency is the fitted concentration of half-maximal effect; nearly all actives have a fitted effect of over 55% in size
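Cytotoxicity was measured by CellTiter-Glo ATP luminescence after 48 or 72 h compound exposure at 37 °C. Mouse NIH 3T3 fibroblasts were seeded at 400 cells/well and dosed by 23 nL pin transfer.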
The depositor's hits bear a star; i = inactive; ? = inconclusive; · = not tested or not shown; ! = not confirmed by another sample; [ ] = another dose, or the depositor's remark. Unless noted, calls come from the whole dose curve; as a rule, active = well fitted curve in the direction sought with a large enough effect; inconclusive = small, poorly fitted or top-dose-only effect, or another doubt; inactive = no such curve, though single readings can be large; an effect the other way counts as inactive or inconclusive. Unless noted, % is set by controls: 0 for no effect and ±100 for the full control effect. A portion of the library; the hit share may differ from the screen's.

Short forms: A = HEK cytotox; B = Luciferase inh; C = IP6K1 inhibitor; D = SNCA viab count; E = SNCA expr inhib; F = GPT2 inh; G = 3T3 cytotox
> Cc1nn(-c2ccc(F)cc2)c(C)c1CN1CCCn2nc(CO)cc2C1
  A: -14% | B: 5% | C: -5 | D: 3% | E: -2% | F: 3% | G: -6%

> Cc1ncc(-c2c(-c3ccccc3)ncn2CC(c2ccco2)N2CCCC2)[nH]1 (stereo unspecified)
  A: -15% | B: 5% | C: -25 | D: 0% | E: 5% | F: i[11.5 µM] | G: -23%

> CCc1ccccc1N(C)C(=O)c1cc2c(Cl)nc3ccc(C)cc3c2s1
  A: · | B: · | C: -2 | D: 5% | E: -17% | F: · | G: ·

> CCC(=O)N(C1CCOCC1)C1CCN(S(=O)(=O)c2ccccc2F)CC1
  A: 13% | B: -2% | C: 5 | D: 12% | E: 5% | F: -1% | G: -9%

> COC[C@H]1CCCN1C(=O)CC[C@@H]1CNC(=O)[C@@H]2C[C@H](NCc3ccc(N(C)C)cc3)CN12
  A: 4% | B: 5% | C: 9 | D: -2% | E: 47%[activator] | F: 5% | G: -19%

> CN(C)C(=O)C1CCCN1Cc1ccc(-c2cncnc2)cc1 (stereo unspecified)
  A: i | B: · | C: -4 | D: -2%[87.6 µM] | E: 44%[activator][87.6 µM] | F: -12%[88.5 µM] | G: -12%[138 µM]

> Cc1nn(-c2ccccc2)c2c1N(CCCC(=O)NCc1ccc(Cl)cc1)C(=O)CS2
  A: · | B: · | C: -4 | D: -14% | E: -13% | F: · | G: ·

> Cc1ccsc1-c1[nH]nc2ncc(-c3ccnn3C)nc12
  A: -25%[230 µM] | B: -4%[230 µM] | C: -4 | D: 8%[87.6 µM] | E: 13%[87.6 µM] | F: i | G: ?

> COc1ccc(Cc2ncc3c(n2)CN(C(=O)c2ccc(Cl)c(C)c2)C3)cc1
  A: ? | B: 2% | C: -3 | D: 0% | E: -18% | F: ? | G: ?

> COC(=O)c1ccc(O[C@@H]2O[C@H](CO)[C@@H](O)[C@H](O)[C@H]2O)c(OC)c1
  A: · | B: · | C: -1 | D: -3% | E: · | F: i | G: ·

> O=C(NCCc1ccccc1)C1CC(c2ccccc2)CN(C(=O)c2ccccc2F)C1 (stereo unspecified)
  A: ? | B: ? | C: -8 | D: 4% | E: 15% | F: i | G: ?

> O=C(Nc1ccccc1OCc1cc(=O)n2ccccc2n1)Nc1ccccc1C(F)(F)F
  A: · | B: · | C: 30 | D: 9% | E: 33%[activator] | F: · | G: ·

> Cc1cc(Nc2ncncc2-c2nc(-c3ccccc3)no2)ccc1Cl
  A: i | B: 9% | C: -10 | D: 2% | E: 7% | F: 2% | G: -6%

> COC(=O)NC(C)C(=O)N1Cc2cnc(Cc3ccc(OC)cc3)nc2C1 (stereo unspecified)
  A: -1% | B: 2% | C: 5 | D: 3% | E: -8% | F: 1%[11.5 µM] | G: -6%

> CNC(=O)c1ccc2c(c1)n(Cc1ccc(OC)cc1)c(=O)c1ccnn12
  A: ? | B: -5% | C: 9 | D: 10% | E: 46%[activator] | F: -4% | G: ?

> COc1cc(C(=O)Nc2ccc(OCc3cc(=O)n4ccc(C)cc4n3)cc2)cc(OC)c1OC
  A: · | B: · | C: 34 | D: 6% | E: 27% | F: · | G: ·

> O=C(c1ccccc1)N1CCC2(CC(c3cccnc3)=NO2)C1 (stereo unspecified)
  A: i | B: · | C: 11 | D: 3% | E: -24% | F: -6% | G: 0%

> O=C(Nc1cccc(C(F)(F)F)c1)c1nc2c(o1)CCN(Cc1cnc[nH]1)CC2
  A: ? | B: 40µM* | C: 28 | D: 1%[87.6 µM] | E: 3%[87.6 µM] | F: -28%[88.5 µM] | G: ?

> Cc1ccc(-n2nc(C)c3c(C(=O)NCc4ccc(F)cc4)cc(C)nc32)cc1
  A: · | B: · | C: 2 | D: 0% | E: -4% | F: · | G: ·

> CC(C)NC(=O)C[C@@H]1c2nc(NC(=O)c3c(F)cccc3F)sc2C[C@@H]2[C@](C)(CO)[C@H](O)CC[C@]21C
  A: -2% | B: -3% | C: -7 | D: 0% | E: 18% | F: -6% | G: -11%

The list goes on, overlapping the part above by four compounds.
Short forms: A = HEK cytotox; B = Luciferase inh; C = IP6K1 inhibitor; D = SNCA viab count; E = SNCA expr inhib; F = GPT2 inh; G = 3T3 cytotox
> O=C(c1ccccc1)N1CCC2(CC(c3cccnc3)=NO2)C1 (stereo unspecified)
  A: i | B: · | C: 11 | D: 3% | E: -24% | F: -6% | G: 0%

> O=C(Nc1cccc(C(F)(F)F)c1)c1nc2c(o1)CCN(Cc1cnc[nH]1)CC2
  A: ? | B: 40µM* | C: 28 | D: 1%[87.6 µM] | E: 3%[87.6 µM] | F: -28%[88.5 µM] | G: ?

> Cc1ccc(-n2nc(C)c3c(C(=O)NCc4ccc(F)cc4)cc(C)nc32)cc1
  A: · | B: · | C: 2 | D: 0% | E: -4% | F: · | G: ·

> CC(C)NC(=O)C[C@@H]1c2nc(NC(=O)c3c(F)cccc3F)sc2C[C@@H]2[C@](C)(CO)[C@H](O)CC[C@]21C
  A: -2% | B: -3% | C: -7 | D: 0% | E: 18% | F: -6% | G: -11%

> O=C1Nc2ccccc2CNC12CCN(Cc1c[nH]c3ccccc13)CC2
  A: ? | B: · | C: 16 | D: -9% | E: -16% | F: -14% | G: ?

> O=C(CNC(=O)c1cccc(-c2ccsc2)c1)NCc1ccc(F)cc1
  A: -18% | B: · | C: 0 | D: 3% | E: -30% | F: 4% | G: -28%

> COCCCNC(=O)c1cc(-c2ccc(OC)cc2)nc2n[nH]c(-c3ccc(Cl)cc3)c12
  A: · | B: · | C: -12 | D: -8% | E: -3% | F: · | G: ·

> O=C(c1ccc(Nc2nccc(-c3cc4ccccc4s3)n2)cc1)N1CCC(N2CCCC2)CC1
  A: · | B: · | C: -1 | D: 30µM*! | E: ? | F: ? | G: ·

> CCn1c(C)c(C)c2cc(C(=O)NCc3ccc(N(C)C)cc3)ccc21
  A: · | B: · | C: -15 | D: 3% | E: 31%[activator] | F: · | G: ·

> COc1ccc(C(=O)N2CCn3c(nnc3C3CCCNC3)C2)cc1 (stereo unspecified)
  A: i | B: 5% | C: -4 | D: -13% | E: -10% | F: -2% | G: i

> COc1ccc(C(=O)NNc2ncnc3c2cnn3-c2cccc(Cl)c2)cc1OC
  A: · | B: · | C: 29 | D: -10% | E: 20% | F: · | G: ·

> CCCN(CCC)C(=O)Cn1c(=O)n(CCCCCC(=O)NCc2ccc3c(c2)OCO3)c(=O)c2sccc21
  A: · | B: · | C: -8 | D: 5% | E: -17% | F: · | G: ·

> COCC(=O)N[C@H]1[C@H](O)[C@H](O)C[C@@H]1c1ccc(OC)cc1
  A: 0%[172 µM] | B: -2%[172 µM] | C: 2 | D: 2%[87.6 µM] | E: 5%[87.6 µM] | F: i | G: -6%[174 µM]

> COC(=O)NC1CCCN(Cc2ccc(-c3cc(C)cc(C)c3)cc2)C1 (stereo unspecified)
  A: 40µM* | B: · | C: -2 | D: -18%[87.6 µM] | E: -14%[87.6 µM] | F: -30%[88.5 µM] | G: 45µM*

> CC(C)CNC(=O)C1(CCO)CC12CCOCC2 (stereo unspecified)
  A: i | B: -10% | C: 11 | D: -3% | E: 11% | F: 0% | G: -5%

> Cc1ccccc1NC(=O)c1ccc2[nH]c(C)c(C)c2c1
  A: · | B: · | C: 3 | D: -7% | E: 63%[activator] | F: · | G: ·

> C=C1C(=O)OC2CC(C)C(CCC(C)O)=CCC12 (stereo unspecified)
  A: · | B: · | C: -12 | D: ? | E: · | F: i | G: ·

> Cn1nc(C2CCCC2)cc1NC(=O)c1ccc(Cl)nc1
  A: ? | B: · | C: -3 | D: 0%[87.6 µM] | E: -10%[87.6 µM] | F: i | G: -13%[138 µM]

> COc1ccc(C(=O)N2CCc3ccc(C(=O)NC4CCCCC4)cc32)cc1
  A: ? | B: -25% | C: 2 | D: ? | E: -4% | F: i | G: ?

> COC(=O)c1cc(C)nc2c1c(=O)nc(SCc1cccc(C(F)(F)F)c1)n2C1CC1
  A: · | B: · | C: 1 | D: 3% | E: 32%[activator] | F: · | G: ·

An excerpt of these results, with two lines to a compound.
Value order – HEK cytotox | Luciferase inh | IP6K1 inhibitor | SNCA viab count | SNCA expr inhib | GPT2 inh | 3T3 cytotox
C=C1C(=O)OC2CC(C)C(CCC(C)O)=CCC12 (stereo unspecified)
 : · | · | -12 | ? | · | i | ·
Cn1nc(C2CCCC2)cc1NC(=O)c1ccc(Cl)nc1
 : ? | · | -3 | 0%[87.6 µM] | -10%[87.6 µM] | i | -13%[138 µM]
